p53 reactivation: mutant p53 re-activation in reporter cells; 0.063% of 320,000 active; H1299 p53-A138V BP100-luciferase reporter, luminescence, 24 h; AID 504706; Potency, µM (highest dose often 92.2 µM), for the others: top-dose activity change, positive = activation, most hits filed as activators; also: potency is read from the fitted curve at half-maximal effect; % of control where 0% means no effect; nearly all actives have a fitted effect of over 45% in size
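p53-null H1299 cells stably carrying temperature-sensitive p53-A138V and a BP100-luciferase reporter were pinned with compounds (4-point, 1:5 series) and held 24 hrs at 37 deg C. Luminescence was read 10 min after detection reagent.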
VP16 counter: inhibits Gal4-VP16 luciferase reporter, ROR gamma counter-screen. Potency, µM (titrated, usually from 53.6 µM), without a hit: at the highest dose activity, negative = inhibition, hits mostly inhibitors. Drosophila S2 Gal4-VP16 UAS-luciferase, luminescence, 20 h. AID 2546. 3.5% of 310,000 active;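 also: Gal4-VP16 expression switched on by copper sulfate through the metallothionein promoter; potency is read from the fitted curve at half-maximal effect; % is scaled to controls: 0 for no effect and ±100 for the full control effect; nearly all actives have a fitted effect of over 50% in size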
FLuc counter: inhibits or activates purified firefly luciferase, miR-21 counter-screen. P08659. purified FLuc, Km substrates, luminescence inhibition. Potency, µM (highest dose often 57.5 µM), for inactives: top-dose activity change, negative = inhibition, actives largely listed as inhibitors. 6.9% of 360,000 active. AID 588342;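 also: potency is read from the fitted curve at half-maximal effect; plate controls were vehicle for no effect and reference inhibitor for full effect; nearly all actives have a fitted effect of over 55% in size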
Target sequence (P08659 whole entry, looked up): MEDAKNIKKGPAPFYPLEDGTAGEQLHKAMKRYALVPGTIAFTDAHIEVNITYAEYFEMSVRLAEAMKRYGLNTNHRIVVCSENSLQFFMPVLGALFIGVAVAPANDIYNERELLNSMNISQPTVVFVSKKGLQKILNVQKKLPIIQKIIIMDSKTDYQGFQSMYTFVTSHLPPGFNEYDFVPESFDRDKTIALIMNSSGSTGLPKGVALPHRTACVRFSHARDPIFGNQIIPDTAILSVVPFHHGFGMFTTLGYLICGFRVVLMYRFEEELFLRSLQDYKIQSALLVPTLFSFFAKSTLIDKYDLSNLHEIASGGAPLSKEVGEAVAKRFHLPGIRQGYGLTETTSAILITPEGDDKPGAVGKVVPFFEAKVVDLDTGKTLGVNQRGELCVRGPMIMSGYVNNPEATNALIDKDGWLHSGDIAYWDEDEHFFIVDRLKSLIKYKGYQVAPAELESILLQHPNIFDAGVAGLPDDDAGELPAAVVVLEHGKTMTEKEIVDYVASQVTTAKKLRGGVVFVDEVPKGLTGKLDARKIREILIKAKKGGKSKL
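Purified P. pyralis luciferase, 10 nM final, with Km-level 10 uM D-luciferin and 10 uM ATP in 50 mM Tris acetate pH 7.5, 10 mM Mg acetate, 0.01% Tween-20, 0.05% BSA; 6-point qHTS titration about 60 µM downward; luminescence read.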
PKM2 act: activators of human pyruvate kinase M2. Potency, µM (top dose mostly 57.5 µM), for inactives: top-dose activation, usual class: activators. P14618. 0.34% of 260,000 active. purified PKM2, Kinase-Glo ATP luminescence, activation; response scale: 0% is enzyme alone, no compound; also: potency is read from the fitted curve at half-maximal effect; % is scaled to controls: 0 for no effect and ±100 for the full control effect; nearly all actives have a fitted effect of over 55% in size
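Purified hPK-M2 (>95% pure) converted ADP (0.1 mM final) to ATP with 0.5 mM PEP in 50 mM imidazole pH7.2, KCl, MgCl2, Tween 20, BSA; 1 h at room temperature. ATP detected by Kinase-Glo luminescence.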
BRCA1 expr up: BRCA1 expression activation; MCF7-BRCA1-FFLuc reporter, luminescence, 48 h; response scale: scaled: vehicle 0%, 10 µM genistein 100%; Potency, µM (series often up to 46.1 µM), for the others: at the highest dose activation, usual class: activators; 1.1% of 380,000 active; AID 624202; also: potency is read from the fitted curve at half-maximal effect; nearly all actives have a fitted effect of over 80% in size; some results filed as inactive show a strong effect at the top dose
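Luminescence from a BRCA1-driven firefly luciferase in MCF7 cells was read after 48 h compound exposure at 37 C. Data normalized against DMSO and a 10microM genistein activation control, then curve-fitted across the titration.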
RORg inh: inhibitors of mouse ROR gamma transcriptional activity; P51450; Drosophila S2 Gal4-RORgamma UAS-luciferase reporter, 20 h; Potency, µM (series often up to 53.6 µM), inactives show at the top dose activity change, negative = inhibition, actives largely listed as inhibitors; 5.4% of 310,000 active; AID 2551; also: potency is read from the fitted curve at half-maximal effect; % is scaled to controls: 0 for no effect and ±100 for the full control effect; nearly all actives have a fitted effect of over 60% in size
Target sequence (P51450 whole entry, looked up, the tested form may be a part): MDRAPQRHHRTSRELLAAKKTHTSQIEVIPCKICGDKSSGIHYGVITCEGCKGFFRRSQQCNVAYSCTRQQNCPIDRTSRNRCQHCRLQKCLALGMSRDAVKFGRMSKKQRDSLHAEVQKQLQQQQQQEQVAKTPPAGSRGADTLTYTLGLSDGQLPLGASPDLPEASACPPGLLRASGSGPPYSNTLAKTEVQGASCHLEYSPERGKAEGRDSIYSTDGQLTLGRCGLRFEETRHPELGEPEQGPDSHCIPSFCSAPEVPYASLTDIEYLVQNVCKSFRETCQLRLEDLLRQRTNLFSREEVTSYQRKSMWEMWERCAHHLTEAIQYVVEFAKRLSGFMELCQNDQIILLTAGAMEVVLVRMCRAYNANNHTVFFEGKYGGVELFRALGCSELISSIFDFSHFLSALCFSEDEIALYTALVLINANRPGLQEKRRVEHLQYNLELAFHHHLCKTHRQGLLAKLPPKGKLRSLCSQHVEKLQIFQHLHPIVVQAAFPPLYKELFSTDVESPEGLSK
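Schneider cells (Drosophila), stable Gal4 DBD–ROR gamma + UAS-luc; 1 hr cmpd preincubation; Cu2+ induction 700 uM final; 20 hr ambient; luminescence.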
Rab9 promoter act: activators of Rab9 promoter; Huh7 Rab9 promoter-luciferase reporter, luminescence, 24 h; AID 485297; 2.8% of 320,000 active; Potency, µM (highest dose often 9.22 µM), for inactives: top-dose activation, negative = inhibition, usual class: activators; also: potency is read from the fitted curve at half-maximal effect; % of control where 0% means no effect; nearly all actives have a fitted effect of over 60% in size
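Rab9 promoter-driven luciferase in stably transfected Huh7 cells; 1500 cells/well rested 2 h, exposed to compound in DMSO for 24 h at 37 °C, 5% CO2. Luminescence read 10 min after adding luciferase reagent at ambient temperature.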
ELG1 genotox: genotoxicity induction in ELG1-luciferase HEK293T cells | AID 504466 | Potency, µM (doses to about 46 µM), for the others: top-dose activity change, positive = activation, actives largely listed as activators | HEK293T ELG1-luciferase reporter, luminescence, 16 h | 1.3% of 330,000 active; also: potency is read from the fitted curve at half-maximal effect; % of control where 0% means no effect; nearly all actives have a fitted effect of over 60% in size
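ELG1-luciferase HEK293T cells, 2,000/well; compound pinned in; 16 hr, 37 °C, 5% CO2; ONE-Glo, 30 min RT; luminescence on CCD imager.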
Giardia killer: kills Giardia lamblia. activity change, % at 7.66 µM, hits read low. Giardia lamblia trophozoite viability. AID 540267. 0.15% of 340,000 active; in the data active = activity change below about -80%; inconclusive = between about -30% and that limit;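 also: parasites exposed to compound for two days anaerobically before the ATP read; % is scaled to controls: 0 for no effect and ±100 for the full control effect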
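Trophozoite viability was measured as ATP-dependent luminescence, read 15-30 min after reagent addition. Before that, parasites at 100 cells/well were exposed to compounds for 48 h, anaerobically, at 37 deg C.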
NPC1 promoter act: NPC1 promoter activation; 2.4% of 320,000 active; Huh7 NPC1 promoter luciferase reporter, 24 h; Potency, µM (doses to about 9.22 µM), for the others: at the highest dose activation, actives largely listed as activators;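 also: potency is read from the fitted curve at half-maximal effect; % of control where 0% means no effect; nearly all actives have a fitted effect of over 60% in size; reporter is driven by a mutant NPC1 promoter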
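Luminescence read-out of NPC1 promoter-driven luciferase in stably transfected Huh7 cells; compounds delivered in DMSO and left 24 h at 37C, 5% CO2, qHTS titration format.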
Menin MLL FP TR: inhibitors of human menin-MLL interaction, mutant MLL peptide; O00255; Menin + Texas Red MLL mutant peptide, fluorescence polarization; Potency, µM (highest dose often 61.6 µM), without a hit: at the highest dose FP activity change, negative = inhibition, usual class: inhibitors; 0.23% of 270,000 active; AID 1768; active = well fitted inhibition curve with a large enough effect in the polarisation, with a control signal flat, not every such curve was filed as active; inconclusive = small, poorly fitted or top-dose-only effect, or effect the other way, or a change in a side signal; inactive = no such curve, though single readings can be large or run the other way; the % refers to the polarisation; also: potency is read from the fitted curve at half-maximal effect; % of control where 0% means no effect; many of its hits are not listed in these tables
* = called active by the depositor; ? = inconclusive; . = no result given; & = joins results of further samples; [ ] = another dose, or the depositor's remark. Unless noted, calls follow the shape of the dose curve; as a rule, active = well fitted curve in the direction sought with a large enough effect; inconclusive = small, poorly fitted or top-dose-only effect, or another doubt; inactive = no such curve, though single readings can be large; an effect the other way counts as inactive or inconclusive. An excerpt, so the mix of outcomes need not match the whole.

SMILES | p53 reactivation | VP16 counter | FLuc counter | PKM2 act | BRCA1 expr up | RORg inh | Rab9 promoter act | ELG1 genotox | Giardia killer | NPC1 promoter act | Menin MLL FP TR
COc1ccccc1NC(=O)c1nc[nH]c1C(=O)Nc1ccccc1OC | -5% | ? | 4% | 4% | -28% | 2µM* | -9% | -3% | -11 | -15% | ?
O=C1OC(N2CCN(c3ccccn3)CC2)c2ccccc21 (centres undefined) | 10% | 2% | 2% | -6% | -1% | -19% | -5% | 0% | 1 | 1% | -10%
C[N+](C)(C)CCNC(=O)c1cc[n+](Cc2ccccc2)c(/C=N/O)c1 | 21% | -10% | -2% | -9% | 3% | -11% | 5% | 6% | 3 | -3% | ?
Cc1cc(C)c(C#N)c(Nc2cccc(Br)c2)n1 | . | . | -2% | 6% | -40% | . | 0% | 1% | 5 | -3% | 2%
CCn1cc(C(=O)N2CCN(c3ccccc3)CC2)c(=O)c2cc(S(=O)(=O)N3CCOCC3)ccc21 | -2% | -12% | 3%&-5% | . | -1%&-3% | 13% | 0% | 0% | -9 | -4% | .
CC12CC(NC(=O)N1c1cccc(C(=O)N3CCN(c4ccccn4)CC3)c1)c1ccccc1O2 (centres undefined) | -9% | 0% | 13% | 3% | -11% | 5% | -4% | -1% | -11 | 0% | ?
C[C@H]1C=C(C(=O)NC2CC2)O[C@@H](OCc2ccc(CO)cc2)C1 | 18% | -4% | -18% | 2% | 47% | -1% | 0% | 9% | -27 | 1% | .
O=C(O)/C=C/C(=O)NCCc1cccc(Cl)c1 | -3% | -4% | -2% | -9% | -7% | -15% | 9% | 1% | 9 | -3% | 7%
CSc1cccc(NC(=O)C2CCN(C(=O)c3ccccc3C)CC2)c1 | -6% | -4% | 5% | 10% | -16% | 25% | 0% | -5% | -21 | -1% | 2%
O=C(c1ccccc1Nc1ccc(SC(F)F)cc1)N1CCCCCC1 | -5% | -1% | -6% | -12% | -40% | 18% | 4% | -7% | 8 | -4% | -6%
CN(C)CCNC(=O)C1CCN(S(=O)(=O)c2ccc3ccccc3c2)CC1 | -2% | 6% | 4% | 0% | 0% | -27% | -1% | -6% | 9 | -5% | .
CCOc1ccnc(OCC)c1Br | 0% | -13% | 0% | -1% | -19% | 4% | -14% | 2% | 18 | -2% | -6%
COc1cc(CCC(=O)Nc2cc(Cl)ccc2N2CCN(C)CC2)cc(OC)c1OC | -20% | -3% | -1% | -9% | -20% | -26% | -6% | 1% | 3 | 0% | -30%
CC(Sc1nc2cc(Cl)ccc2s1)C(=O)Nc1ccc2c(c1)OCO2 (centres undefined) | ? | 3% | ? | 2% | 1% | 19% | 20% | 3% | 0 | 6% | ?
C[C@@]12CCC3[C@@](CCC4[C@@]3(C)CCC[C@@]4(C)C(=O)Nc3ccc(Cl)cc3)(CC1=O)C2 (some centres undefined) | 15% | . | -1% | . | 0% | . | -2% | -6% | -4 | -2% | .
O=C1OC(N2CCN(C/C=C/c3ccccc3)CC2)c2ccccc21 (centres undefined) | -16% | -9% | 8% | 1% | -1% | -13% | 5% | -3% | -26 | -3% | -13%
O=C(COc1ccc2c3c(c(=O)oc2c1)CCC3)NCc1ccccn1 | -7% | 1% | 0% | . | 6% | 4% | 10% | 9% | -3 | -5% | .
O=c1ccc(-c2ccc(S(=O)(=O)N3CCCCC3)o2)n[nH]1 | -1% | 4% | 0% | . | -4% | -14% | 2% | -1%[9.26 µM] | -5 | -1% | 11%
COc1cc(C(=O)OCC(=O)NCCC2=CCCCC2)cc(OC)c1OC | -5% | . | -2% | . | 1% | . | -1% | 1% | 10 | 0% | .
CCCCN(CCCC)C(=O)c1cn(CC)c2cc(N3CCN(C)CC3)c(F)cc2c1=O | -6% | -11% | 8% | . | -15% | 23% | -7% | -4% | -18 | -6% | ?
Cn1c(=O)c2c(nc(CN3CCN(Cc4ccccc4)CC3)n2Cc2cccc(Cl)c2)n(C)c1=O | -22% | 1% | -1% | 2% | -28% | 3% | -10% | -19% | 9 | -1% | -11%
CC(C(=O)NCC1(c2ccccc2)CCCC1)N1CCCC1 (centres undefined) | 0% | 2% | 0% | 23% | 0% | 8% | -6% | 1% | -13 | 1% | -13%
CCOC(=O)C1CCN(C(=O)c2ccc(OCC(=O)Nc3cccc(C(F)(F)F)c3)cc2)CC1 | -11% | ? | -1% | 5% | 5% | 35% | 4% | -11% | 11 | -14% | .
Nc1ccc(-c2nc(-c3ccccc3)nc3ccccc23)cc1 | -8% | -3% | 3% | . | -13% | 13% | 2% | -2% | -14 | -7% | ?
O=C(Nc1cccnc1)Nc1cc(Cl)cc(Cl)c1 | 0% | -23% | ? | 3% | -41% | ? | -6% | -5% | -23 | -9% | ?
CCN1C(=O)/C(=C\c2cccc(OC(=O)c3ccco3)c2)SC1=S | 7% | 5% | 5% | . | -30% | -11% | 4% | 4% | ? | -6% | .
O=C(NC1CC1)C(Cc1ccccc1)NS(=O)(=O)c1ccccc1F (centres undefined) | -3% | -2% | 0% | . | -10% | 8% | -3% | -1% | -13 | -4% | -1%
O=C(NCc1ccccc1)c1csc2c1CCCC2 | 4% | 21% | -19% | 0% | 3% | 13% | 2% | 7% | -14 | 13% | -3%
O=C(O)c1cccc(NC(=O)c2ccccc2NC(=O)c2ccccc2F)c1 | 9% | -4% | 11µM* | 0% | -17% | 20% | 13% | 0% | -4 | -2% | 10%
NNC(=O)c1cc2ccccc2cc1NS(=O)(=O)c1ccccc1 | . | ? | 0% | -3% | -25% | 20µM* | 1% | -1% | -17 | -7% | ?

Four of the compounds above, comma-delimited.
compound,p53 reactivation,VP16 counter,FLuc counter,PKM2 act,BRCA1 expr up,RORg inh,Rab9 promoter act,ELG1 genotox,Giardia killer,NPC1 promoter act,Menin MLL FP TR
CCOC(=O)C1CCN(C(=O)c2ccc(OCC(=O)Nc3cccc(C(F)(F)F)c3)cc2)CC1,-11%,?,-1%,5%,5%,35%,4%,-11%,11,-14%,.
Nc1ccc(-c2nc(-c3ccccc3)nc3ccccc23)cc1,-8%,-3%,3%,.,-13%,13%,2%,-2%,-14,-7%,?
O=C(Nc1cccnc1)Nc1cc(Cl)cc(Cl)c1,0%,-23%,?,3%,-41%,?,-6%,-5%,-23,-9%,?
CCN1C(=O)/C(=C\c2cccc(OC(=O)c3ccco3)c2)SC1=S,7%,5%,5%,.,-30%,-11%,4%,4%,?,-6%,.

Printed as active in RORg inh, among the entries above:
| mol | p53 reactivation | PKM2 act | RORg inh | Rab9 promoter act | NPC1 promoter act | Menin MLL FP TR |
| --- | --- | --- | --- | --- | --- | --- |
| COc1ccccc1NC(=O)c1nc[nH]c1C(=O)Nc1ccccc1OC | -5% | 4% | 2µM* | -9% | -15% | ? |
| NNC(=O)c1cc2ccccc2cc1NS(=O)(=O)c1ccccc1 | . | -3% | 20µM* | 1% | -7% | ? |

New compounds follow.
SMILES | p53 reactivation | VP16 counter | FLuc counter | PKM2 act | BRCA1 expr up | RORg inh | Rab9 promoter act | ELG1 genotox | Giardia killer | NPC1 promoter act | Menin MLL FP TR
COc1ccc(C2C3=C(CC(C)(C)CC3=O)Oc3ncn(CCCn4ccnc4)c(=N)c32)cc1 (centres undefined) | -11% | 11% | 0% | 0% | -19% | 3% | -6% | 0% | -5 | 0% | -2%
CCn1c(=O)cc(N2CCC3(CC2)OCCO3)[nH]c1=O | 10% | 6% | -7% | 3% | -17% | -27% | -7% | 6% | -6 | 1% | -2%
O=C(Nc1nnc(-c2ccc(F)cc2)o1)c1cc(Cl)sc1Cl | 28% | 2.5µM* | -14% | 0% | -94%[inhibitor] | 3.2µM* | 1% | ? | -4 | -1% | ?
CC(C)C(=O)NC(Nc1cccc2cccnc12)C(Cl)(Cl)Cl (centres undefined) | -7% | -3% | 8% | 1% | -36% | 37% | -14% | 2% | -9 | -5% | 2%
CCN(CC(=O)Nc1c(F)cccc1F)C(=O)Cc1ccc2c(c1)OCCO2 | 4% | . | 6% | . | 0% | . | 1% | -2% | -9 | -2% | .
COc1ccc(C(=O)N2CCCCCCC2)cc1OC1CCN(C(C)C)CC1 | -4% | 2% | 3% | -2%[0.46 µM] | 2% | -25% | -4% | 0% | -10 | 1% | -3%

Compound activity deposited in PubChem BioAssay by National Center for Advancing Translational Sciences (NCATS).
